# Screening data from PubChem.
# Artemis inh: blocks endonuclease activity of human Artemis; Q96SD1; recombinant Artemis, quenched FAM hairpin cleavage fluorescence; inhibition, % at 10 µM; actives 0.78% (n = 30,000);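 active means at 10 µM dose, at least 30% inhibition, measured as corrected fluorescence normalized to stimulator and neutral control wells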
# Target sequence (Q96SD1 whole entry, looked up): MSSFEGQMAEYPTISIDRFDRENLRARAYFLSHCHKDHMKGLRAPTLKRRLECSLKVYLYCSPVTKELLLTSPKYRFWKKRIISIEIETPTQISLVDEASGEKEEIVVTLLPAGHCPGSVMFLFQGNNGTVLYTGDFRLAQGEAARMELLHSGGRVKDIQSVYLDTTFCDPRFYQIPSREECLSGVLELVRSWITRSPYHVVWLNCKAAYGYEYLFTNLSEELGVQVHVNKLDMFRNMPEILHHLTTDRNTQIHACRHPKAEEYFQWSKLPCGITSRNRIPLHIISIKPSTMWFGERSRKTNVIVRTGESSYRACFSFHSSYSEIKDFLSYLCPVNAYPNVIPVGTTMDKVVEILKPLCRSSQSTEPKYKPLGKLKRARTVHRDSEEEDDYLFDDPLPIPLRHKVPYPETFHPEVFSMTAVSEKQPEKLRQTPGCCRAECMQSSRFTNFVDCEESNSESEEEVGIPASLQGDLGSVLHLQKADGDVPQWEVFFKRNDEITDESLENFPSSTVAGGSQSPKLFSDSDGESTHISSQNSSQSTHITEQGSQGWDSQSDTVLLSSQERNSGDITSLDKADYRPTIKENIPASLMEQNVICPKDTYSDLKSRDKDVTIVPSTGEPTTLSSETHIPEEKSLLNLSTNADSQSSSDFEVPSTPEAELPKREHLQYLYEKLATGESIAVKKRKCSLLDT
# An asterisk follows results filed as active. These rows are one share of the data, so the mix of outcomes need not match the whole.
SMILES	Artemis inh
CCNc1c2c(nc3ccccc13)CC(C)(C)CC2=O	6.7
O=C(Cn1cnc([N+](=O)[O-])n1)N/N=C/c1ccccc1O	-4.4
Oc1ccc(/C=N/NC(=S)NCc2ccco2)cc1	-1.9
COc1cc(C2SCC(=O)N2CCCN(C)C)cc(OC)c1OC (centres undefined)	-8.6
CCOc1ccccc1NC(=O)CN(c1ccc(C)cc1)S(=O)(=O)c1c(C)noc1C	3.7
Cc1ccc(NC(=O)c2c(Cl)n(C)c3ccccc23)cc1	-3.2
C/C(=N\NC(=O)c1csc2ccccc12)c1ccc(O)cc1	-4.4
CCc1nnc(NC(=O)C(C)C)s1	3.7
COc1cccc(NC(=O)C2CC(=O)n3cnnc3S2)c1 (centres undefined)	11.5
CC(C)CNS(=O)(=O)c1ccc(CCC(=O)Nc2cc(Cl)ccc2Oc2ccccc2)cc1	-0.7
O=C1CC2(CON=C2c2ccc(F)cc2)C(=O)N1c1ccc(F)cc1 (centres undefined)	-2.5
COc1ccc(-n2nc3cc(C)c(N)c(Br)c3n2)cc1	4.5
CCOC(=O)C1=C(OCc2ccc(Cl)cc2)C2C=C(C)C=CC2N=C1 (centres undefined)	17.1
COc1ccc(S(=O)(=O)Nc2ccc(S(=O)(=O)N3CCOCC3)cc2)cc1C	-4.1
COC(=O)CC1SC(=O)NC1=Nc1ccc(O)cc1 (centres undefined)	-2.2
COc1ccc(C(=O)N=c2nc3ccccn3s2)cc1	9.4
O=C(Cc1c(O)c2ccccc2[nH]c1=O)NCc1ccccc1F	-5.2
N#CC1(c2ccccc2)CCCN1C(=O)c1ccco1 (centres undefined)	5.5
N=C1C(c2nc3ccccc3[nH]2)=C(O)CN1c1ccccc1	-6.8
CC(=O)Nc1ccc(Oc2nc(C)cc(C)n2)cc1	1.9
Cc1cccc(NC(=O)C(C)Oc2ccccc2C)n1 (centres undefined)	4.4
COc1ccc(C2C3=C(CC(C)(C)CC3=O)Oc3ncn(CCCn4ccnc4)c(=N)c32)cc1 (centres undefined)	-4.7
O=C1OC(N2CCN(C/C=C/c3ccccc3)CC2)c2ccccc21 (centres undefined)	-4.2
COc1ccc(NC(=S)NCCN2CCOCC2)c(OC)c1	-3.8
O=C(CCCC(=O)N(CC(=O)NC1CCCCC1)CC1CCCO1)Nc1ccccn1 (centres undefined)	-2.4
Cc1ccc(/C=N\Nc2nc3ccc(Cl)cc3[nH]2)o1	-4.4
COC(=O)c1cccc(NC(=O)CSc2nnc(COc3ccccc3)n2C)c1	11.2
Cc1cc(C)n(-c2nc3c(c(=O)[nH]c(=O)n3C)n2CCc2ccccc2)n1	-5.9
COc1ccc(O)c(-c2[nH]ncc2C(=O)c2ccccc2)c1	2.4
COc1cccc(OCC(O)CN2CC(C)CC(C)C2)c1 (centres undefined)	-1.4
CCC(C)Sc1nc2c(c(=O)[nH]c(=O)n2C)n1CC(O)COc1cccc2ccccc12 (centres undefined)	6.9
Cc1ccc(C2C(C#N)=C(N)N(c3ncn[nH]3)C3=C2C(=O)CC(C)(C)C3)cc1 (centres undefined)	0.4
O=c1ccc(/C=C/c2ccccc2)nn1Cc1ccccc1Cl	5.9
Nc1cc(=O)[nH]c(SCc2cccc(Cl)c2)n1	-2.2
Cc1sc2ncn(CC(=O)NCCCC(=O)N3CCN(c4ncccn4)CC3)c(=O)c2c1C	6.2
O=C(Cc1c(C(=O)O)[nH]c2ccc(Cl)cc12)Nc1ccc2c(c1)OCCO2	13.1
CCCNC(=O)c1ccccc1NC(=O)C1COc2ccccc2O1 (centres undefined)	2.9
CC(=O)c1ccc(N2CCN(C(=O)CCS(=O)(=O)c3ccc(C)cc3)CC2)cc1	-7.5
Cc1nn(Cc2ccc(Cl)cc2Cl)c(C)c1NC(=O)c1nc2n(n1)C(C(F)F)CC(C)N2 (centres undefined)	-1.5
CC1(C)C2CCC13CS(=O)(=O)NC3C2 (centres undefined)	2.9
COc1ccc(CC(=O)Nc2oc(-c3ccccc3)c(-c3ccccc3)c2C#N)cc1OC	4.0
O=C(CN1C(=O)c2ccccc2C1=O)OCC(=O)N1CCc2ccccc2C1	-5.3
Cc1ccc(-c2nc(N)n(S(C)(=O)=O)n2)cc1	-7.2
COc1ccc(CCN(C)CCC(=O)Nc2cc(C)ccc2C)cc1OC	-0.1
Cc1nnc(SCC(=O)NC(=O)NCc2ccco2)n1Cc1ccccc1	3.5
COc1ccc(Cl)cc1Nc1nc(C)cc(=O)[nH]1	-0.8
COc1ccc(C(=O)CSc2nnc(CNc3nc(-c4ccccc4)cs3)n2C)cc1	19.1
Cc1ccc(CNS(=O)(=O)NCc2ccccc2)cc1	-4.4
O=Cc1ccc(OCC(=O)NC(=O)NC2CCCCC2)cc1	-2.2
Cc1cc(C)c(C)c(S(=O)(=O)N2C(=S)NC(=O)C2C(C)C)c1C (centres undefined)	7.0

# Continued:
SMILES	Artemis inh
Cc1cccc(N2C(=O)CC(N3CCN(Cc4ccc5c(c4)OCO5)CC3)C2=O)c1 (centres undefined)	-0.3
COC(CNC(=O)c1cc(C(=O)c2c(-c3c(Cl)cccc3Cl)noc2C)c[nH]1)OC	-13.6
Cc1ccc(C2N(c3ccccc3)C(=S)N3CCCN23)cc1 (centres undefined)	2.1
Cc1nn(CCO)c(C)c1Oc1ccccc1O	5.5
Cc1ccc(N2C(=O)c3ccccc3C2=O)cc1C	-3.4
CCOC(=O)c1oc2ccc(CNCCO)c(Cl)c2c1C	2.6
CC1=C(C)CC(C(=O)NNC(=O)c2ccccc2O)C(C(=O)O)C1 (centres undefined)	28.7
COc1ccc(CSc2nnc(C)n2N)cc1	14.0
CCCCCCn1c(N2CCN(c3ccccc3)CC2)nc2c1c(=O)[nH]c(=O)n2C	11.0
COc1cccc(/C=N/NC(=O)c2ccc(-c3ccccc3)cc2)c1O	13.4
C=CCN(C(=O)CNC(=O)c1ccco1)C(C(=O)NC1CCCCC1)c1ccccc1 (centres undefined)	-3.6
Brc1ccc(OCCOCCOc2cccc3cccnc23)cc1	10.5
CC(=O)Nc1cc2c(nc1C)nc(C)n2Cc1ccc(Br)cc1	0.8
CCc1sc(NC(=O)COC)nc1-c1ccccc1	-6.8
N#CC1=C(N)C(C#N)(C#N)C(c2cccnc2)C2CN(C(=O)OCc3ccccc3)CC=C12 (centres undefined)	-1.9
O=C(O)Cc1c(O)ccc2ccccc12	-2.0
Cc1ccc(CNC(=O)CSc2n[nH]c(N)n2)cc1	-1.3
CCCS(=O)(=O)N1CCC(C(=O)NC2CCC(C)CC2)CC1 (centres undefined)	-2.0
O=c1c2c(-c3ccco3)csc2nc(SCc2cn3cccnc3n2)n1-c1ccccc1	31.1*
CN1CCN(C(=S)c2ccc(Cl)cc2)CC1	-1.8
CSc1nsc(SC)c1C(=O)N1CCN(S(=O)(=O)c2ccc(C)cc2)C1C(C)C (centres undefined)	14.1
Nc1nonc1NC(=O)CSc1nc2ccccc2s1	0.4
COc1cccc(N2CCN(C(=S)NCCc3ccccc3)CC2)c1	6.6
Cc1ccc(S(=O)(=O)N2CCN(C(=O)CSc3nnc(C)c(=O)[nH]3)CC2)cc1	-3.2
O=C(c1ccc2c3c(cccc13)CC2)N1CCOCC1	4.7

# Molecules shown so far that have a COOH group (three):
SMILES	Artemis inh
O=C(Cc1c(C(=O)O)[nH]c2ccc(Cl)cc12)Nc1ccc2c(c1)OCCO2	13.1
CC1=C(C)CC(C(=O)NNC(=O)c2ccccc2O)C(C(=O)O)C1 (centres undefined)	28.7
O=C(O)Cc1c(O)ccc2ccccc12	-2.0

# Next entries:
SMILES	Artemis inh
CC(=O)N1CCC2(CC1)C(C#N)=C(N)Oc1n[nH]c(C(F)(F)F)c12	4.0
CC1CN(S(=O)(=O)c2ccccc2)C(C)CN1S(=O)(=O)c1ccccc1 (centres undefined)	10.1
O=C(Nc1ccc2c(c1)OCCO2)c1cc(-n2cnnc2)ccc1Cl	-7.4
CSCC[C@H](NC(=O)NCc1cccs1)C(=O)O	-0.7
CCC1CCCCN1CCNC(=O)CNS(=O)(=O)c1ccc2nc(C)sc2c1 (centres undefined)	13.0
Cc1ccc(-n2ncc3c(=O)n(CC(=O)NC4CCCCC4)cnc32)cc1	-10.4
COc1ccc(C)cc1S(=O)(=O)Nc1cc(Cl)ccc1Cl	5.0
Cc1cc(NC(=O)c2sccc2C)n(-c2cccc(Cl)c2)n1	9.2
Cc1ccc(-c2nc3cc(Cl)ccc3o2)cc1	1.0
O=C(NCc1ccccn1)/C(=N/O)c1ccccc1	3.0
Oc1ccc2[nH]cnc2c1CN1CCCCC1	-0.4
CN(C)C(=O)c1c(NC(=O)c2ccco2)sc2c1CCCCC2	-1.0
Clc1ccc(Oc2nc(N3CCOCC3)nc(N3CCOCC3)n2)cc1	3.4
CCCc1cc(=O)[nH]c(SCC(=O)CSc2nc(CCC)cc(=O)[nH]2)n1	4.1
C=CCNc1nnc(-c2ccncc2)s1	-3.6
O=C(NCCCN1CCCC1)c1cccc(N2CCCC2=O)c1	-2.3
CCCCN(C(=O)CSc1nnc(Nc2ccc(C)c(C)c2)s1)c1c(N)n(Cc2ccccc2)c(=O)[nH]c1=O	27.9
COc1ccc(C)cc1NC(=O)CN1CCN(S(=O)(=O)c2ccc(Cl)cc2)CC1	0.8
CSc1sc(C)cc1C1C(C#N)=C(N)N(c2cccnc2)C2=C1C(=O)CC(C)(C)C2 (centres undefined)	-1.6
COc1ccc(CC2C(=O)OC(C)(C)OC2=O)cc1	-2.2
Cc1c(C#N)c2ncnc(N)c2n1-c1ccccc1	-8.0
COc1ccccc1N1CCN(CC(=O)Nc2cc(F)ccc2C)CC1	-2.5
Cc1ccc(OCC(=O)N2CCN(C(=O)c3cccnc3)CC2)cc1	-2.0
CCc1cc2c(-c3ccccc3)cc(=O)oc2c(CN2CCOCC2)c1O	0.8
Cc1cc(C)cc(N(C(=O)Cn2nnc3ccccc32)C(C(=O)NCc2ccco2)c2ccncc2)c1 (centres undefined)	-4.1
O=S(=O)(Nn1cnnc1)c1ccccc1Cl	-5.3
COc1ccc(S(=O)(=O)N2CCC(C(=O)NCc3ccccn3)CC2)cc1C	10.1
Cc1cc(C)nc(-n2nc(C)c(Oc3ccccc3O)c2C)n1	-9.5
COc1ccc(-n2nccc2-c2nn(-c3cccc(OC)c3)c(=O)n(C)c2=O)cc1	-8.0
Cc1ccc(Cl)cc1NC(=O)c1ccc(CSc2nnnn2C)cc1	-3.5
Fc1ccc(N2CCN(C(c3cccs3)c3nnnn3CCc3ccccc3)CC2)cc1 (centres undefined)	9.7
Cn1c(=O)n(C)c2cc(C(=O)Nc3ccc4c(c3)OCO4)ccc21	2.4
N=c1sccn1CC(=O)N1CCc2ccccc21	3.9
Cc1cc(C)c[n+](-c2nc([O-])sc2C=O)c1	5.2
c1ccc(OCCOCCSc2ncccn2)cc1	11.9
N#Cc1ccc(OCC(=O)NCCc2ccccn2)cc1	-4.8
O=C(C1c2ccccc2Oc2ccccc21)N1CCN(c2ccc(Cl)cc2)CC1	16.1
CCC(=O)N1c2ccc(S(=O)(=O)CCC(=O)Nc3nccs3)cc2CC1C (centres undefined)	0.6
Cn1nnnc1CCOCCc1nnnn1C	-4.6
O=C(/C=C/NNC(=O)c1ccccc1)c1ccccc1	8.3
N#CCCCSc1nnc(CSc2nc3ccccc3s2)n1-c1ccccc1	7.6
Cc1ccc(S(=O)(=O)N/N=C/c2cc(Br)c(C)o2)cc1	-0.4
O=C1c2ccccc2C(=O)N1CC#CCN1CCN(C(c2ccccc2)c2ccccc2)CC1	5.0
Cc1ccc(-c2cc(C(F)F)n3ncc(C(=O)Nc4ccc(S(=O)(=O)Nc5ccccc5C)cc4)c3n2)cc1	10.3
O=C(NNC(=O)c1ccccc1-n1cccc1)c1ccc(Cl)c(Cl)c1	-0.6
CC(C)(C)C(=O)/C=c1\[nH]c(=O)/c(=C\c2ccc(F)cc2)s1	-2.6
CCOC(=O)CN(C(=O)CNC(=O)c1ccco1)C(C(=O)NC1CCCC1)c1ccccc1OCC (centres undefined)	5.5
CCOCCCN1CC(C(=O)NCCc2ccc(C)cc2)CC1=O (centres undefined)	3.5
CCN1CCN(CCC(=O)Nc2ccc3c(c2)OCO3)CC1	-0.4
CC(C)CC(C(=O)O)C(C)CC(=O)Nc1ccn(-c2ccccc2)n1 (centres undefined)	-2.6

# Additional compounds.
SMILES	Artemis inh
CCCn1c(SCC(=O)NCc2ccccc2)nnc1-c1ccncc1	-4.4
c1n[nH]c(SCCCCSc2ncn[nH]2)n1	-10.1
CCc1nn(C)c(-c2n[nH]c(=S)n2N)c1Cl	-0.1
O=C(CSc1nnc(CNC(=O)c2cccs2)o1)NCc1ccc(F)cc1	-0.2
COc1ccc([N+](=O)[O-])cc1NC(=S)Nc1ccccc1	-4.8
C=CCN1C(=O)/C(=N/n2cnnc2)c2ccccc21	-6.0
Nc1ncnc2c1ncn2CCN1CCOCC1	-3.6
Cc1cccc(OCCN2CSC(=S)N(C)C2)c1	2.5
COC(=O)C1CCN(c2c([N+](=O)[O-])cc(C(F)(F)F)cc2[N+](=O)[O-])CC1	-6.5
C/C(=N\OC(=O)NC(C)C)c1sc(-c2ccccc2)nc1C	-9.8
CN1C(=O)N(C)C2C1N(C)S(=O)(=O)N2C (centres undefined)	-0.5
c1ccc(Nc2nc3ccccc3[nH]2)nc1	1.2
C/C(Cn1nc([N+](=O)[O-])cc1C)=N\NC(=O)c1cccc(Br)c1	-1.0
c1ccc(C2=Nn3c(nnc3-c3n[nH]c4c3CCC4)SC2)cc1	-3.5
COc1ccc(OC)c(C2C(C(C)=O)=C(O)C(=O)N2c2ccc(O)cc2)c1 (centres undefined)	3.5
Clc1ccc(Cn2ncc3c(N4CCCCC4)ncnc32)cc1	-9.5
CCS(=O)(=O)c1ccc(C(=O)Nc2ccccc2)c(Cl)c1Cl	-4.3
